HTR5A inv ag = HTR5A inverse agonism, opioid heterodimer counter-screen | inhibition, % at 9.3 µM | actives 0.083% (n = 340,000) | HTR5A cell line, luminescence | P47898; in the data active = inhibition mostly above about 23%, no sharp cut-off; inactive = mostly below about 18%;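 note: 0% = cells with DMSO and 100% = no-cell wells with DMSO; some compounds called inactive have numbers as strong as hits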
CDK5 p35 inh = blocks human CDK5/p35 kinase activity. actives 0.01% (n = 330,000). Recombinant CDK5/p35, ADP-Glo luminescence, 60 min. inhibition, % at 10 µM. Q00535+Q15078. AID 488839;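 active = highest replicate inhibition of at least 50% and at least 75% of replicates reaching 50%; inconclusive = only one of the two criteria met; inactive = both criteria failed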;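 note: plate controls were DMSO neutral control for no effect and GW8510 at 10 µM for full effect; many of its hits are not listed in these tables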
Target sequence (Q00535 whole entry, looked up): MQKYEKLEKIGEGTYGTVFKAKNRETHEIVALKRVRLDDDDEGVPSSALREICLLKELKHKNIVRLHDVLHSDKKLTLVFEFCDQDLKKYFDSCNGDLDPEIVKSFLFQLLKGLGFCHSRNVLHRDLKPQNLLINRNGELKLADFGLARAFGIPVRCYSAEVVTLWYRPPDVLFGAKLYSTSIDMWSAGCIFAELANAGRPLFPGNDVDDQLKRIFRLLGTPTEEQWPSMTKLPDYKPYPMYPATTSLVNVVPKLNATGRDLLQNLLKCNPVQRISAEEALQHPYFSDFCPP
Target sequence (Q15078 whole entry, looked up): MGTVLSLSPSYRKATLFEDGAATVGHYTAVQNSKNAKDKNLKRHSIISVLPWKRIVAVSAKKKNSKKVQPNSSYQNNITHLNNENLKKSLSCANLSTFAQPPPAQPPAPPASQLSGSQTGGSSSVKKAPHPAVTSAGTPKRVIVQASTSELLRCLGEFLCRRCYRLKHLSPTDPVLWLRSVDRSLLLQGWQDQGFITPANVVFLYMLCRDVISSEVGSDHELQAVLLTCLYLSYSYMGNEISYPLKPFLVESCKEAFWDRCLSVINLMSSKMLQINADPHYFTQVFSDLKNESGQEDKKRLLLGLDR
SUMO Mot1 rescue = inhibitors of SUMOylation pathway: yeast Mot1-301 growth rescue. growth rescue, % at 18.8 µM. S. cerevisiae Mot1-301 growth rescue, ATP luminescence, 38.5C; percent above DMSO median, 100 means doubled. AID 2716. actives 1% (n = 320,000);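 active = every valid replicate shows activation above 250% relative to neutral control wells; inactive = the rest, any valid replicate at or below 250%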;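 note: OY570 slx delta 5 strain wells were the positive control but not used for scaling; some compounds called inactive have numbers as strong as hits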
Tat transport = blocks Tat-dependent protein export in E. coli | inhibition, % at 10 µM | E. coli MC4100 TorA-mCherry Tat export, fluorescence | actives 0.036% (n = 340,000);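 active = mean replicate inhibition at least 50% and at least half of replicates individually reaching 50%; inconclusive = only one of the two criteria met; inactive = neither criterion met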;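 note: exported cargo escapes ClpAP degradation while cytoplasmic cargo is degraded and loses fluorescence; 0% = median of neutral control wells and 100% = median of NaSCN control wells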
phage Ecoli inh = E. coli growth loss with phage present; actives 0.26% (n = 360,000); inhibition, % at 11.9 µM; growth absorbance; in the data active = inhibition above about 11%
DAGLB inhibitor = diacylglycerol lipase beta (human) inhibition. HEK293T DAGLB membrane lysate, EnzChek fluorogenic substrate. actives 0.059% (n = 340,000). inhibition, % at 5.17 µM. Q8NCG7; in the data active = inhibition above about 34%;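 note: 0% = enzyme with vehicle and 100% = wells lacking enzyme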
AddAB inh = less growth of phage-infected E. coli with AddAB; inhibition, % at 11.9 µM; actives 0.29% (n = 330,000); E. coli expressing H. pylori AddAB, absorbance growth; in the data active = inhibition above about 12%;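 note: 0% = vehicle wells of infected cells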
Ecoli viability = counter-screen for AddAB inhibitors: E. coli growth inhibition; inhibition, % at 11.9 µM; E. coli V3065 growth, OD600 absorbance, 18 h; actives 0.27% (n = 330,000); AID 449728;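 active = inhibition above the campaign's mean inhibition across all tested compounds plus 3 SD, cut at about 9.9% in these data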;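 note: uninfected addAB+ strain grown without phage in ampicillin broth; 0% = DMSO wells and 100% = ciprofloxacin 0.95 µg/ml wells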
PKA-R2B activ = PKA-R2B complex activation. P22694+P31323. PKA-R2B holoenzyme dissociation, Cy5-IP20 fluorescence polarization; R2B truncated from residue 108, S112A mutant; 0% DMSO only, 100% 113 µM cGMP. activation, % at 11.4 µM. actives 0.079% (n = 340,000). AID 504700;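 active = activation above a cutoff set at the mean over all compounds plus 3 SD, cut at about 18% in these data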;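 note: higher means more holoenzyme dissociation and a rise in polarization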
Target sequence (P31323 whole entry, looked up, other chains not shown, the tested form may be a part): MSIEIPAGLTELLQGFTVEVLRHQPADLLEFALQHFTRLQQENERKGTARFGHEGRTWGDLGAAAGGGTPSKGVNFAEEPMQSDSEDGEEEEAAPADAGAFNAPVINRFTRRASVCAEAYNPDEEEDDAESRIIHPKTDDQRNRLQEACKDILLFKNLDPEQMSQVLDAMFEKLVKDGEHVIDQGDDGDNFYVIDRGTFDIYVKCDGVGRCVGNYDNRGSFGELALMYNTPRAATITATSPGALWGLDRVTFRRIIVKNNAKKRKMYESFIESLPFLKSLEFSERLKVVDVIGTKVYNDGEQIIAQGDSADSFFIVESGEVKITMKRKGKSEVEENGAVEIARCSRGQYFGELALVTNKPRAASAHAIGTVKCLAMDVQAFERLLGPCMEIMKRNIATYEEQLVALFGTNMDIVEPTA
PKA-R1A act = activators of PKA-R1A complex; activation, % at 11.4 µM; actives 0.083% (n = 340,000); AID 504707; PKA-R1A dissociation, Cy5-IP20 fluorescence polarization; scaled: DMSO 0%, 113 µM cGMP 100%;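 active = percent activation above the mean of all tested compounds plus 3 SD, cut at about 19% in these data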;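 note: higher means more PKAc released from R1A so a rise in polarization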
HTR5A ag = counter-screen for OPRM1-OPRD1 agonists: human HTR5A agonism; actives 0.61% (n = 340,000); P47898; HTR5A agonist assay, luminescence, cell-based; activation, % at 9.3 µM; AID 504692; in the data active = activation mostly above about 9.5%, no sharp cut-off; inactive = mostly below about 7.6%;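 note: 0% = cells with vehicle only and 100% = reference agonist; strong numbers were not always called active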
The depositor's hits bear a star; ? = inconclusive; · = not tested or not shown.

SMILES	HTR5A inv ag	CDK5 p35 inh	SUMO Mot1 rescue	Tat transport	phage Ecoli inh	DAGLB inhibitor	AddAB inh	Ecoli viability	PKA-R2B activ	PKA-R1A act	HTR5A ag
OC12CC3C[C@H](C1)C(N1CCOCC1)[C@@H](C3)C2 (stereo partly specified)	-34.6	-1.4	202.1	-8.8	1.9	0.9	3.0	-0.9	3.0	2.9	10.2*
O=C(Nc1ccc2c(c1)OCCO2)C1CCCN1C(=O)Nc1ccc(F)cc1 (stereo unspecified)	-7.0	-0.1	-6.8	-4.0	1.9	-2.4	2.5	-0.6	9.2	-0.5	2.6
O=C(CCS(=O)(=O)c1cccc2nsnc12)NCc1ccccc1Cl	-4.3	0.1	-1.0	-11.4	2.1	-5.3	2.1	2.5	-1.4	-6.0	2.4
Clc1ccc(-c2cc(CSc3cccc(Cl)c3)on2)cc1	-14.7	1.6	2.7	-3.2	0.2	-20.8	0.8	0.3	2.8	-12.2	5.7
CN(C)CCNC(=O)/C=N/O	-4.5	0.8	22.0	-7.0	0.9	1.9	0.2	1.6	-3.9	-3.1	1.7
CCCCOC(=O)C1=C(C)NC(=O)NC1c1ccc(N(C)C)cc1 (stereo unspecified)	12.9	0.2	-16.9	-1.1	2.4	1.8	3.3	-0.5	-13.5	-14.8	6.9
COC(=O)c1nc2nc(C)cc(C(F)(F)F)n2n1	-7.1	1.6	0.5	-3.5	2.3	2.3	2.7	-1.1	-10.0	-6.8	2.6
Cc1cc(C(=O)NNC(=O)C2CCCC2)c(C)o1	-5.4	-0.6	·	-6.5	-0.1	2.2	-3.7	-3.6	-7.0	-0.5	1.9
CCOc1ccc2nc(N3CCC(C(=O)N4CCN(C5CCCCC5)CC4)CC3)sc2c1	17.4	1.7	5.3	3.4	2.4	-0.6	2.4	-1.0	2.6	2.9	-6.3
CN(C)C(CNC(=O)c1cccc(S(=O)(=O)Nc2ccccc2Cl)c1)c1ccccc1 (stereo unspecified)	12.0	0.0	·	2.4	1.2	-4.7	·	·	0.4	-0.8	2.8
CN(C)c1ccc(/C=C2\C(=N)N3N=C(CC(=O)N4CCCC4)SC3=NC2=O)cc1Br	-1.0	0.3	-8.5	-1.4	0.6	-2.3	4.8	-0.6	-8.0	-0.1	-1.0
O=C(CCC(=O)c1cccs1)NCc1cccc(C(F)(F)F)c1	-16.4	0.6	-10.1	-1.0	2.3	-2.8	-1.7	-0.8	1.9	-12.3	0.6
Cc1nc(-c2cn[nH]c2-c2ccc(O)cc2O)cs1	-0.6	-0.5	8.7	1.7	2.0	2.0	0.7	-0.6	-6.1	6.3	-0.7
CCOc1cc(/C=C(\CC(=O)O)c2nc3ccccc3s2)ccc1OCC(=O)Nc1cccc(C(F)(F)F)c1	-1.9	-6.8	·	20.8	0.7	-3.0	·	·	-10.6	-3.5	4.6
CC(NCc1cc(Br)ccc1OCC(=O)NCc1ccccc1)c1ccccc1 (stereo unspecified)	-1.7	-0.3	·	2.6	2.5	-2.8	0.5	0.9	-3.1	0.8	0.6
Cc1ccc(C)c(S(=O)(=O)Nc2ccc(C(=O)NCCCN3CCCC3=O)cc2)c1	17.0	4.4	143.3	0.0	1.4	1.2	0.2	-1.2	4.5	3.6	-4.0
CCOc1ccc(N(CC(=O)NCC(C)C)S(C)(=O)=O)cc1	-1.7	2.0	-1.4	8.0	2.1	0.7	0.4	-1.2	6.2	12.5	-1.2
NC(=O)c1ncn([C@@H]2O[C@H](CNCc3c(OCc4ccccc4F)ccc4ccccc34)[C@@H](O)[C@H]2O)n1	3.3	-0.2	·	-1.6	2.8	-0.1	·	·	4.3	3.0	-0.9
COc1ccc(C(=O)Nc2cccnc2)cc1C(=O)Nc1cccnc1	3.6	2.2	292.9	1.4	·	4.3	3.4	2.2	5.8	9.8	-1.9
Cc1cc(C)c(S(=O)(=O)Nc2ccc(O)cc2)c(C)c1	-20.1	-0.4	-11.8	-0.3	2.7	-1.7	1.3	-1.8	2.5	-0.5	-1.1
COc1ccc(N2CCN(C(=O)COC(=O)CCOc3ccc(C(C)(C)C)cc3)CC2)cc1	17.1	-2.4	-21.0	4.1	2.2	2.7	-1.0	0.0	-2.8	-0.2	1.1
O=C(CN(Cc1ccc(F)cc1)C(=O)c1ccco1)NCc1ccc(F)cc1	-35.3	-0.7	-14.3	7.6	0.3	2.2	-0.3	-0.9	-2.4	-0.2	4.3
COC1OC2COC(c3ccccc3)OC2C(O)C1NC(C)=O (stereo unspecified)	5.5	-1.6	·	-4.2	-0.1	-1.9	·	·	7.3	-5.6	0.6
O=C(N/N=C/c1ccc([N+](=O)[O-])o1)c1cn2ccc3ccccc3c2n1	4.6	0.6	2.6	-5.4	5.2	-1.7	3.1	4.5	-13.3	-10.2	9.0
CC(Oc1ccccc1)C(=O)Nc1nnc(S(=O)(=O)N2CCCCC2)s1 (stereo unspecified)	-7.7	-1.4	206.9	-1.9	-0.6	2.4	2.0	-1.8	-3.7	6.7	-0.1
Cc1ccccc1C(=O)N1CCN(c2ccc([N+](=O)[O-])c(N3CCOCC3)c2)CC1	4.2	-0.3	-19.7	-5.1	2.5	1.6	0.2	-2.4	-6.8	4.3	-5.8
CN(c1cccc(NC(=O)COc2ccc(Cl)cc2Cl)c1)S(C)(=O)=O	2.5	-0.8	83.8	5.4	1.9	-2.6	-1.7	-0.2	5.8	-4.8	-0.7
N#C/C(=C\c1c(F)cccc1Cl)C(=O)NC1CC1	-9.5	1.3	-12.1	-7.6	2.6	-0.1	-0.7	1.3	8.2	3.6	-1.1
CCOC(=O)N1CCN(C(=O)/C=C/c2ccc([N+](=O)[O-])cc2)CC1	-15.5	0.6	-19.1	-8.3	1.2	-0.7	3.7	1.2	-11.9	-1.2	5.8
O=C(OCc1ccccc1)N1CCOCCN(C(=O)OCc2ccccc2)CCOCC1	-22.2	2.7	-19.0	3.9	1.8	-2.2	1.6	-2.1	-6.1	-12.7	8.1
COC1=C(c2ccccc2)C(=O)c2ccccc2C1=O	35.7	1.0	-40.0	-3.1	4.2	-0.9	-2.2	-2.3	-3.0	-8.6	-3.2
O=C(Nc1cccnc1)C1OCCc2ccccc21 (stereo unspecified)	6.8	-0.2	-12.3	10.2	0.7	1.5	2.9	-0.3	-4.0	-1.3	2.6
COC(=O)C1=C(C)N(Cc2ccccc2)C(=NCCCCO)N[C@H]1c1cccc(C(F)(F)F)c1	-1.5	-0.7	-18.0	-4.8	-1.4	-0.1	0.2	1.0	-0.3	-3.9	5.3
CCN(CC)Cc1c(O)ccc2c1O/C(=C\C=C\c1ccccc1)C2=O	9.3	2.3	2.3	2.5	0.6	-15.5	-0.5	-1.6	-4.3	1.4	-3.4
O=C(Cn1cc(C(F)(F)F)ccc1=O)NCc1ccc(F)cc1	-14.6	-0.4	2.6	4.6	0.9	-0.6	1.3	-4.4	2.9	10.3	-0.2
O=C(Nc1cc(S(=O)(=O)N2CCCCC2)ccc1Cl)c1ccccc1NS(=O)(=O)c1ccc(F)cc1	-14.5	-0.4	-11.8	-2.9	5.1	9.6	0.2	-2.0	-10.9	-6.1	7.3
COc1cccc2cc(C(=O)NCCc3c[nH]c4ccccc34)c(=O)oc12	-16.0	-1.7	6.0	0.2	1.5	-1.4	1.6	0.8	-4.1	-5.5	6.0
CCc1ccc(/C=N\NC(=O)c2ccc(Br)o2)s1	-10.8	0.2	16.1	-6.9	2.8	0.4	-0.1	0.0	3.8	-6.1	1.6
COc1cc(CNc2nnnn2C)ccc1OCc1ccc(F)cc1Cl	11.8	-1.0	56.9	-4.2	2.3	0.6	-1.2	-1.6	8.7	3.5	7.3
CC1=C(C(=O)Nc2ccccc2)C(c2coc3ccccc3c2=O)C2=C(CCCC2=O)N1 (stereo unspecified)	9.1	·	-5.2	1.3	3.2	0.0	2.1	-0.4	3.4	0.1	4.1

Some of the entries above in another layout:
compound,HTR5A inv ag,CDK5 p35 inh,SUMO Mot1 rescue,Tat transport,phage Ecoli inh,DAGLB inhibitor,AddAB inh,Ecoli viability,PKA-R2B activ,PKA-R1A act,HTR5A ag
CCN(CC)Cc1c(O)ccc2c1O/C(=C\C=C\c1ccccc1)C2=O,9.3,2.3,2.3,2.5,0.6,-15.5,-0.5,-1.6,-4.3,1.4,-3.4
CCc1ccc(/C=N\NC(=O)c2ccc(Br)o2)s1,-10.8,0.2,16.1,-6.9,2.8,0.4,-0.1,0.0,3.8,-6.1,1.6
COC1OC2COC(c3ccccc3)OC2C(O)C1NC(C)=O (stereo unspecified),5.5,-1.6,·,-4.2,-0.1,-1.9,·,·,7.3,-5.6,0.6

Next part:
SMILES	HTR5A inv ag	CDK5 p35 inh	SUMO Mot1 rescue	Tat transport	phage Ecoli inh	DAGLB inhibitor	AddAB inh	Ecoli viability	PKA-R2B activ	PKA-R1A act	HTR5A ag
COc1ccc(C(=O)O/N=C(\N)c2ccc(Br)cc2)cc1	-38.4	-1.3	361.1	?	-0.6	-2.6	-0.7	0.7	3.5	-6.5	10.4
CCCCCn1c(SCC(=O)c2ccccc2)nc2cc(C(=O)NCC3CCCO3)ccc2c1=O (stereo unspecified)	4.0	-0.3	·	5.4	0.1	0.8	·	·	-4.0	-5.4	-1.4
CCN1CCN(c2ccc(NC(=O)CCc3c(C)nc4c(-c5ccccc5)c(C)nn4c3C)cc2)CC1	-11.9	-0.5	31.9	-2.0	2.7	1.0	-1.1	-2.4	-9.5	-9.9	4.6
COCCN(C(=O)CCC(=O)Nc1nccs1)C(C(=O)NC(C)(C)C)c1ccc(Cl)cc1 (stereo unspecified)	0.3	-5.5	-1.6	4.8	3.0	1.3	-0.7	-1.5	4.1	-10.7	-0.1
CCCCSc1nc2c(cnn2-c2ccc(Cl)cc2)c(=O)[nH]1	8.4	-0.4	-8.6	3.8	3.8	-1.0	-1.3	-1.3	-14.9	-9.3	-0.2
O=c1cc(CSc2ccc(Cl)cc2)nc2nc[nH]n12	-51.1	0.2	-1.7	-3.8	3.5	11.3	1.7	-1.1	0.0	-8.4	2.1
Cc1cccc(C)c1NC(=O)NC1(C(=O)N2CCCC2)CCCCC1	-5.5	-2.1	-9.7	-1.7	1.0	1.6	3.6	-0.3	-3.2	-6.5	1.9
Cc1cc(NC(=O)C2CCN(S(=O)(=O)c3c(C)noc3C)CC2)ccc1Br	-2.0	1.5	342.3	-7.0	1.3	-2.8	-1.3	0.9	-7.5	-8.0	0.5
Cc1nn(-c2ccccc2)c(C)c1C(=O)OC/C(O)=C(\C#N)c1nc2ccccc2[nH]1	-0.9	2.2	-26.7	0.2	-0.8	2.5	-5.0	-4.2	-4.1	-0.7	0.3
COc1cccc(N2CCN(S(=O)(=O)c3cn(C)cn3)CC2)c1	-26.9	-1.1	-10.0	2.7	1.3	4.6	3.0	3.7	9.8	1.7	-0.2
COc1ccccc1CNC(=O)C1CC(=O)N(C2CCCC2)C1 (stereo unspecified)	14.4	1.0	3.4	-2.4	-0.5	0.8	1.9	0.7	-2.0	7.7	-1.9
CCc1cccc(C)c1NC(=O)c1ccccc1	-2.1	0.7	-15.8	3.4	5.0	2.0	-1.3	0.8	-7.3	4.5	0.8
Cc1nc(-c2ccccc2)sc1C(=O)CSc1ccc(Br)cc1	19.1	-1.0	-1.3	-5.6	2.0	-15.8	2.6	-1.6	-9.4	-6.4	-8.7

Source: PubChem

Hits appear at their usual frequency; any-hit rate near 2.3%.
